CDK5 p35 inh: inhibitors of human CDK5/p35 kinase, primary screen, biochemical, single concentration; Cyclin-dependent kinase 5 (Homo sapiens) + Cyclin-dependent kinase 5 activator 1 (Homo …; 0.01% of 330,000 active; inhibition, % at 10 µM; Recombinant CDK5/p35, ADP-Glo luminescence, 60 min;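 active = highest replicate inhibition of at least 50% and at least 75% of replicates reaching 50%; inconclusive = only one of the two criteria met; inactive = both criteria failed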;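 also: plate controls were DMSO neutral control for no effect and GW8510 at 10 µM for full effect; many of its hits are not listed in these tables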
Target sequence (Q00535 whole entry, looked up): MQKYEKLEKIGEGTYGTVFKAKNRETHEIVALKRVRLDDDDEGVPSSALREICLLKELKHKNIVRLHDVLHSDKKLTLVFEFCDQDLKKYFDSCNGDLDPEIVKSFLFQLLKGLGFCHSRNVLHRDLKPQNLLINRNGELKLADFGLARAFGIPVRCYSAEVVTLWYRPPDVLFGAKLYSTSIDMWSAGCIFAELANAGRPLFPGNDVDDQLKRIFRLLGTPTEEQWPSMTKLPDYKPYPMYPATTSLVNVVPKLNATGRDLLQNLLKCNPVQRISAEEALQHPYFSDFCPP
Target sequence (Q15078 whole entry, looked up): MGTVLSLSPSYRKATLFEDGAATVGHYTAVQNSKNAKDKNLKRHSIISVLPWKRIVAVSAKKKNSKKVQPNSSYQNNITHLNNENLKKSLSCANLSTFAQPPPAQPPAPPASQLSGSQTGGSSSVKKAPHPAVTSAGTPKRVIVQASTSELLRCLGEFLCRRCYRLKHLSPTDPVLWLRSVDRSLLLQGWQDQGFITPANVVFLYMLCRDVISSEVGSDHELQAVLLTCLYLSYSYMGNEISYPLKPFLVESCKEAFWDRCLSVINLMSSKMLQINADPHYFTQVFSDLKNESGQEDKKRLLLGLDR
Tat export inh: E. coli Tat export inhibitors, primary screen, MC4100, TorA-mCherry reporter, fluorescence, single point. 0.036% of 340,000 active. inhibition, % at 10 µM;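 active = mean replicate inhibition at least 50% and at least half of replicates individually reaching 50%; inconclusive = only one of the two criteria met; inactive = neither criterion met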;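 also: exported cargo escapes ClpAP degradation while cytoplasmic cargo is degraded and loses fluorescence; 0% = median of neutral control wells and 100% = median of NaSCN control wells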
dFosB act: activators of delta FosB homodimer, primary screen, biochemical, fluorescence polarization, TAMRA-CDK5 oligo, single point; Protein FosB (Mus musculus), P13346; purified delta FosB; percent of positive-control signal above neutral wells; activation, % at 25 µM; 0.99% of 340,000 active; AID 493131, 2011;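 active = mean activation above about 17%, with every replicate also reaching it, limit read from the data, passing the limit was not always enough; inconclusive = only one of the two conditions met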;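 also: fluorescence polarization rise as delta FosB binds a TAMRA Cdk5 AP-1 oligo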
V-ATPase pHluor: regulators of yeast V-ATPase proton pumping, primary screen, pHLuorin cytosolic pH fluorescence | S. cerevisiae | response, % at 10 µM | AID 504577, 2011 | 0.37% of 350,000 active; in the data active = response mostly above about 7.3%, no sharp cut-off; inactive = mostly below about 5.4%; also: actives read high; inactives centre near 0; some compounds called inactive have numbers as strong as hits; reference of the scale not given here
Rtt109 HAT inh: inhibitors of C. albicans Rtt109/Vps75 HAT, primary screen, biochemical, ThioGlo CoA-SH fluorescence, plate reader; purified Rtt109/Vps75, 4 h; inhibition, % at 34.9 µM; 0.16% of 330,000 active; Histone acetyltransferase RTT109 (Candida albicans (strain SC5314 / ATCC MYA-2876)), …;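 active = inhibition of at least 50% in every replicate; inconclusive = best replicate reaches 50% inhibition but some replicates fall short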
Target sequence (Q5AAJ8 whole entry, looked up): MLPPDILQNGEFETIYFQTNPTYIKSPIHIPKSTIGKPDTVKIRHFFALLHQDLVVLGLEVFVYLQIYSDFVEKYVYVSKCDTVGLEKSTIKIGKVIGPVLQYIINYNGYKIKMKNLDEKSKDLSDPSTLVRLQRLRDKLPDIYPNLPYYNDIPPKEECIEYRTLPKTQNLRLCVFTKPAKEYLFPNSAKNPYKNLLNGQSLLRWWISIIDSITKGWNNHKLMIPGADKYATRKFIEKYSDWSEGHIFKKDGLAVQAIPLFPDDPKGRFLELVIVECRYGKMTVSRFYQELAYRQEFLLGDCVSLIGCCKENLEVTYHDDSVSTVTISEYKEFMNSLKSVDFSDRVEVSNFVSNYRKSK
RTF Ca sens act: cardiac RTF calcium sensitivity activators, primary screen, biochemical, IANBD-TnC fluorescence, EC20 calcium; AID 493008, 2010; IANBD-labeled TnC RTF fluorescence at EC20 calcium; 0% EC20 calcium, 100% full calcium; activation, % at 7.2 µM; 0.24% of 340,000 active;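 active = activation above the mean over all tested compounds plus 3 SD, cut at about 30% in these data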;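 also: rise in fluorescence read as greater calcium sensitivity of cardiac thin filaments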
MITF TRPM1 HTS: activators of MITF-driven TRPM1 promoter reporter, primary screen, cell-based, SK-MEL-5, luciferase, single point; SK-MEL-5 TRPM1-promoter luciferase, 24 h; % of positive control, neutral wells = 0; activation, % at 12.5 µM; 0.75% of 300,000 active; AID 588334, 2011;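 active = mean activation of at least 80% with every replicate also reaching 80%; inconclusive = mean reaches 80% but some replicate falls short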;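 also: 0% = neutral control wells and 100% = parthenolide positive control wells; values of inactives mirror those of a sister screen read the other way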
CAL PDZ FP-1: CAL PDZ peptide-binding inhibitors, primary screen, biochemical, fluorescence polarization, Cer-tagged CAL PDZ, HTS | Golgi-associated PDZ and coiled-coil motif-containing protein (Homo sapiens), Q9HD26 | purified CAL PDZ, TMR-peptide fluorescence polarization, 1 h | inhibition, % at 20 µM | 0.02% of 330,000 active | AID 504414, 2011;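 active = highest replicate inhibition of at least 40%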;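 also: plate controls were DMSO neutral control wells for no effect and unlabeled competitor peptide control wells for full effect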
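System: purified tagged CAL PDZ domain construct (CerCALP). Schedule: 1 h incubation at room temperature before polarization reading. Medium: 25 mM sodium phosphate pH 7.4, 150 mM NaCl, TCEP, IgG, Thesit. Read-out: percent inhibition from loss of millipolarization. Measured by: FP readout, S and P plane fluorescence. Probe or stimulus: fluorescent TMR peptide probe.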
Wnt bcat act: Wnt/beta-catenin pathway activators, primary screen, cell-based, plate reader, single point; Wnt/beta-catenin reporter cell assay, activator; activation, % at 9.35 µM; 1.2% of 300,000 active; AID 743398, 2014; in the data active = activation above about 30%, passing the limit was not always enough; inconclusive = no clear call, values can overlap the other calls;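 also: 0% = neutral control wells and 100% = positive control wells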
CAL PDZ FP-2: untagged CAL PDZ binding inhibitors, primary screen, biochemical, fluorescence polarization, HTS; Golgi-associated PDZ and coiled-coil motif-containing protein (Homo sapiens), Q9HD26; purified CAL PDZ, TMR-peptide fluorescence polarization, 1 h; inhibition, % at 24.9 µM; 0.92% of 300,000 active; AID 602252, 2012;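 active = mean inhibition of at least 30% with at least half of replicates also reaching 30%; inconclusive = no clear call, values can overlap the other calls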;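 also: 0% = DMSO neutral control and 100% = excess unlabeled competitor peptide PRC23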
Numbers without * were called inactive; ? = inconclusive; · = not tested or not shown; + = active, no number.

SMILES	CDK5 p35 inh	Tat export inh	dFosB act	V-ATPase pHluor	Rtt109 HAT inh	RTF Ca sens act	MITF TRPM1 HTS	CAL PDZ FP-1	Wnt bcat act	CAL PDZ FP-2
COc1cc(OC)c(OC)cc1NC(=O)CC1COc2ccccc2O1 (stereo unspecified)	0.0	-4	-4	2	-6	1	·	-1.3	·	-6
CCCS(=O)(=O)c1nc(S(=O)(=O)c2ccc(C)cc2)c(N2CCN(CCO)CC2)s1	-1.1	3	-5	-1	0	1	-19	0.0	-2	-4
CN(CC(=O)Nc1ccc(Cl)c(S(=O)(=O)N(C)C)c1)Cc1ccccc1	-0.4	6	-5	-5	9	2	59	-2.7	9	-2
Cc1ccc(-c2ccc(=O)n(CCC(=O)NCc3ccccn3)n2)cc1	-1.8	-1	-1	-1	-8	-5	3	-1.1	·	1
COc1ccc(C(=O)NCC(=O)OCC(=O)Nc2cc([N+](=O)[O-])ccc2F)cc1	1.0	0	-16	0	-1	2	-2	9.5	-2	+
COc1ccc(C(=O)Nc2ccc(S(=O)(=O)NC(C)=O)cc2)cc1	1.7	-7	5	-1	-2	-1	-1	-0.4	·	·
COc1ccc(CNc2nc3ccccc3n2Cc2ccc(C)cc2)cc1OC	-1.0	-5	-6	1	-3	-7	3	-1.1	-2	-2
O=C(NCc1ccccc1)c1cc(=O)c2ccccc2o1	-0.3	1	0	1	·	-7	-3	-3.3	·	-3
Cc1ccc(N2CC(C(=O)N3CCN(C(=O)c4ccco4)CC3)CC2=O)cc1 (stereo unspecified)	-1.1	13	-1	5	-4	1	-2	-0.7	·	-4
CCCc1cc(-c2nc(-c3ccc(Cl)cc3)cs2)ccn1	-1.2	4	-6	0	10	1	19	·	·	-2
CCOC(=O)C1CCCN(CC(=O)Nc2nc(-c3ccccc3)cs2)C1 (stereo unspecified)	-1.1	9	-17	3	-24	0	-12	-0.9	-1	-2
CCC(=O)Oc1ccc2c(C)cc(=O)oc2c1C(=O)CC	-8.0	16	-8	5	0	·	·	-0.4	-3	·
Cc1ccc(S(=O)(=O)N2CCN(C(=O)CN3C(=O)CNC3=O)CC2)cc1	0.1	-3	-7	0	-5	1	-6	-0.6	-1	0
CC(C)(C)OC(=O)N1CCN(C(=O)c2cccnc2Cl)CC1	-2.8	7	-6	0	3	8	-7	-0.8	0	·
N#C/C(=C\c1cn[nH]c1-c1ccc(Cl)cc1)C(=O)NC1CC1	-0.6	8	-28	1	-1	-6	0	-0.3	·	10
COc1ccccc1C(c1nnnn1Cc1ccccc1)N1CCN(c2nc3ccccc3s2)CC1 (stereo unspecified)	-0.4	1	-12	-1	-8	3	2	-1.6	·	·
Cc1ccccc1-n1nc(C)c2cc(C(=O)N3CCN(S(=O)(=O)c4ccccc4)CC3)sc21	-1.5	-4	2	3	-9	2	-7	·	·	11
Cc1ccc(C(=O)Oc2ccccc2N2CCOCC2)cc1	-0.1	1	-2	3	-8	7	-8	0.3	0	1
COc1ccc(C(=O)O)c(O)c1	-0.4	-3	-2	-2	-9	-3	·	-0.6	1	4
CCN1CCN(C(=O)c2cc(COc3ccc4ncccc4c3)on2)CC1	0.2	-10	1	1	11	2	-7	-1.1	0	·
O=C(NCc1ccc(Cl)cc1)c1ccc(N2CCCC2=O)cc1	-1.4	7	-8	3	11	-1	32	-1.1	1	-2
O=C(CN1CCC(NC(=O)Cc2ccccc2)CC1)Nc1ccccc1Br	-1.0	8	-2	9	9	-3	1	-3.6	0	-3
O=C(NCCCn1ccnc1)c1ccc(OCC(F)(F)F)cc1	1.5	-2	-3	1	6	9	1	-0.3	1	24
CC(C)c1ncc(C(O)c2cccc3ccccc23)n1C (stereo unspecified)	-1.1	3	7	-2	-15	-2	-3	-0.1	·	·
O=C(Nc1ncnc2sc3c(c12)CCC3)c1ccco1	6.2	10	-7	3	7	6	0	-0.7	-2	4
CN(C)C(=O)c1cc(C(=O)c2ccc(Cl)cc2Cl)c[nH]1	-0.4	0	-1	2	20	1	-1	-0.9	13	6
CN1CCN(c2nc3c(c(=O)n(C)c(=O)n3C)n2Cc2ccccc2F)CC1	1.5	-9	2	-5	-2	52*	·	0.5	2	2
CCCCNC(=O)N1CCN(c2ccnc3cc(Cl)ccc23)CC1	-0.8	-8	-16	0	4	-2	-9	-1.4	·	-2
COc1ccc(NS(=O)(=O)c2cc(NC(=O)c3cncc(Br)c3)ccc2OC)cc1	0.5	7	-6	-4	-4	3	22	-1.0	-5	-2
CC1(C)CC(=O)C(N=Nc2ccc3ncsc3c2)=C(O)C1	0.5	-3	-2	1	-7	1	3	-0.9	-1	-6
CCCCN(C(=O)c1ccc(-n2nc(C)cc2C)cc1)c1c(N)n(CCC)c(=O)[nH]c1=O	0.3	12	-5	0	-5	-5	6	-2.9	-2	3
CCCCOC(=O)Nc1nnc(CCc2ccccc2)s1	-0.4	-8	5	0	-3	-4	-10	-1.0	-3	-4
O=C(O)C[C@H]1c2cc(C(F)(F)F)ccc2S(=O)(=O)N1C1CCCC1	1.4	-3	-3	-1	13	-2	8	-0.9	1	-2
S=C(NC1CC1)N1CCN(C(=S)NC2CC2)CC1	0.2	-2	4	-3	-1	-1	-14	-2.2	-2	-4
CC(=O)NCCNC(=O)CCNC(=O)c1ccc(Cl)cc1	-2.0	-6	-2	0	-13	5	-8	·	·	-6
Cc1nnc(SCc2cc(=O)[nH]c(/N=C(\N)Nc3ccccc3Sc3ccccc3)n2)s1	-2.9	0	1	-2	-8	4	-10	-0.3	-4	-3
O=C(Nc1cccc(S(=O)(=O)N2CCCC2)c1)c1ccc2c(c1)OCO2	-0.8	-8	4	1	-21	-4	-11	-0.5	0	-1
CNC(=S)NNC(=O)c1sc2cc(C(F)(F)F)cnc2c1-c1cccnc1	-0.2	-5	-6	-2	·	7	4	-0.2	-1	4
CNC(=S)Nc1cc(S(=O)(=O)Nc2cc(Cl)ccc2Cl)ccc1N1CCCC1	-2.1	3	-5	0	0	-2	5	0.4	2	-2
Cc1cccc(NC(=O)N(Cc2cc3cc(C)cc(C)c3[nH]c2=O)CC2COCCO2)c1 (stereo unspecified)	-0.6	6	1	-6	-13	-2	-3	-1.7	·	7
CCc1ccccc1N(CC(=O)NC1CCCC1)C(=O)CNC(=O)c1cccs1	-0.6	-3	-2	1	-11	3	-13	-3.1	-2	-1
S=C1NCCNC(=S)NCCOCCN1	1.0	4	2	-2	4	2	-5	-0.3	-5	·
O=[N+]([O-])c1cccc(CN2[C@@H](Cc3ccccc3)COCCS2(=O)=O)c1	-0.9	-1	11	7	-7	-5	12	-1.3	-4	-3
CCOC(=O)c1sc(NC(=O)CN2CCN(c3ccccc3)CC2)nc1C	-0.7	2	-4	2	-6	5	·	0.2	-2	2
CC(=O)NC1(c2nnnn2CCOC(=O)Nc2ccc(Cl)cc2)CCCC1	-0.7	8	-7	1	-3	0	-3	-1.5	0	·
Cc1ccc(NC(=O)C(Nc2cccc(C)c2)c2ccccc2)cc1 (stereo unspecified)	-0.3	-11	-9	1	·	4	1	-0.7	9	-6
COc1ccc2c(c1)c(CC(=O)Nc1ccc(C(C)=O)cc1)c(C)n2C(=O)c1ccc(Cl)cc1	1.3	-8	0	-1	-15	0	-6	-2.6	·	0
Cc1cccc(N2CCN(C(=S)Nc3ccc4nc(N5CCN(C)CC5)cc(C)c4c3)CC2)c1C	1.9	-5	-16	-2	-16	2	-96	-0.7	-22	-4
CC(c1ccccc1)c1nnc(NC(=O)c2ccc3c(c2)OCO3)s1 (stereo unspecified)	-1.9	-7	-1	-1	-8	1	·	-0.4	5	-7
CCOP(=O)(c1ccccc1)c1nc(-c2ccccc2Cl)oc1N1CCCCC1 (stereo unspecified)	1.2	9	-15	0	20	-3	·	-0.8	-4	·
CCOc1cccc(-c2nn(-c3ccccc3)cc2/C=C(/C#N)C(=O)NCCCn2ccnc2)c1	-1.5	3	-20	1	-2	1	21	-2.1	18	-6
CC1CCN(C(=O)CN2C(=O)NC3(CCCc4ccccc43)C2=O)CC1 (stereo unspecified)	-0.4	-4	0	-7	41	-6	9	-2.6	4	-2
Cc1cc(NC(=O)CSc2nccn2C)n(-c2ccccc2)n1	2.1	4	-2	1	12	2	·	0.5	2	2
Cc1ccc(NC(=O)CN(c2ccccc2F)S(C)(=O)=O)cc1	0.9	6	-7	-1	-6	2	22	-2.1	·	-1
COc1cc(C(=O)Nc2ccc(NC(=O)C3CC3)nc2)cc(OC)c1OC	-0.3	8	-12	-4	-3	1	2	-2.5	61*	-1
COc1cc(Cl)ccc1OCc1cc(C(=O)NCC(C)(C)N2CCOCC2)no1	0.8	?	-12	-5	8	-2	38	-1.7	7	2
Cc1ccc(-n2c(O)c(C=NC3CCS(=O)(=O)C3)c3ccccc3c2=O)cc1C (stereo unspecified)	-1.3	4	-7	-5	-2	-9	-7	-2.9	-3	-3
N/C(CS(=O)(=O)c1ccccc1)=N\OC(=O)c1ccc(F)cc1	1.7	4	2	1	-1	-1	2	0.0	8	-3
COC(=O)c1c(NC(=O)CN2CCCC(C)C2)c2c(C)cccc2n1C (stereo unspecified)	-0.9	-3	-8	-2	-1	-4	3	-0.8	·	·
COc1cc(-c2nnc3sc(-c4ccco4)nn23)cc(OC)c1OC	-3.1	0	11	4	0	-3	18	-2.3	-1	-4

Carrying on:
SMILES	CDK5 p35 inh	Tat export inh	dFosB act	V-ATPase pHluor	Rtt109 HAT inh	RTF Ca sens act	MITF TRPM1 HTS	CAL PDZ FP-1	Wnt bcat act	CAL PDZ FP-2
CCOC(=O)C1(C)C=C(Nc2ccc(NC(C)=O)cc2)C(=O)N1c1ccc(NC(C)=O)cc1 (stereo unspecified)	0.0	1	-1	4	4	0	1	-1.0	0	-5
CCOc1ccc(Nc2nc3ccccc3c(=O)s2)cc1	0.6	-7	8	-3	2	5	-9	1.1	-1	-3
O=C(CCl)NN=C(c1ccccc1)c1ccccc1	2.0	-4	-6	2	0	·	1	-0.8	-1	6
Cc1cccc2cc(COC(=O)COc3ccccc3)c(=O)[nH]c12	0.1	-4	-8	·	4	4	-11	-1.4	·	-2
